ALOX12 inhib – blocks human 12-lipoxygenase activity. Potency, µM (highest dose often 57.1 µM), for inactives: top-dose activity change, negative = inhibition, usual class: inhibitors. AID 1452. purified 12-hLO, xylenol orange hydroperoxide absorbance. 0.12% of 150,000 active. P18054; note: potency is the fitted concentration of half-maximal effect; nearly all actives have a fitted effect of over 55% in size; many of its hits are not listed in these tables
Target sequence (P18054 whole entry, looked up): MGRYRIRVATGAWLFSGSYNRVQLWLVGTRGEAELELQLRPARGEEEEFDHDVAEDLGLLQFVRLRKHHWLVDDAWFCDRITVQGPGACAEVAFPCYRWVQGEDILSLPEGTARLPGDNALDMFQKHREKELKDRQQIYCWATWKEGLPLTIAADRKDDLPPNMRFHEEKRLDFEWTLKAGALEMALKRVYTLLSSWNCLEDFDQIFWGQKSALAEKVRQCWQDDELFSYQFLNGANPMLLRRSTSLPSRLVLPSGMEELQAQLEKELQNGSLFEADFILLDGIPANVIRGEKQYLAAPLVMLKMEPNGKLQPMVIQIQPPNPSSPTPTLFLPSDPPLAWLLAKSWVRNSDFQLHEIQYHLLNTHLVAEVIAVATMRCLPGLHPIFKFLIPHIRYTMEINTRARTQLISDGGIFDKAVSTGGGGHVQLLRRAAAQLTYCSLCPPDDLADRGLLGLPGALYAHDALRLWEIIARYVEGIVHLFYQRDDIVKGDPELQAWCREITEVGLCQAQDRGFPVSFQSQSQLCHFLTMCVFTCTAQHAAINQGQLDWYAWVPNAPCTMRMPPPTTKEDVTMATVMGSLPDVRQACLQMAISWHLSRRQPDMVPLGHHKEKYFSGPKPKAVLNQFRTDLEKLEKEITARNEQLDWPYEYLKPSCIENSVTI
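Hydroperoxide formation by human 12-lipoxygenase from 40 uM arachidonic acid was followed colorimetrically via ferric-xylenol orange complex, using the 573/405 nm absorbance ratio. Enzyme concentration was 150 nM, with 30 min reaction at room temperature.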
PNC inhibitor – blocks assembly of the perinucleolar compartment | PC3M PTB-GFP, PNC prevalence imaging, 16 h; active compounds read low | activity change (PNC), negative = inhibition, % at 10 µM | 3.1% of 140,000 active | AID 2417;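 active = readout at or below -70, meaning at least 70% loss of cells showing the perinucleolar compartment, a nuclear body marking cancer cells; inconclusive = readout between -30 and a set limit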;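 note: plate controls were DMSO wells for no effect and camptothecin positive control wells for full effect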
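Compounds are pinned in duplicate onto adhered PC3M cells stably expressing GFP-tagged PTB and incubated 16 h at 37 C. Cells are then fixed, nuclei stained with Hoechst, and PNC-positive cells counted.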
15-hLO-2 inh – 15-hLO-2 (ALOX15B) enzyme inhibition. Potency, µM (titrated, usually from 57.1 µM), for the others: at the top dose activity change, negative = inhibition, actives largely listed as inhibitors. purified 15hLO-2, xylenol orange hydroperoxide absorbance. 0.56% of 110,000 active. AID 881. O15296; note: potency is the fitted concentration of half-maximal effect; nearly all actives have a fitted effect of over 60% in size; many of its hits are not listed in these tables
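Purified human 15hLO-2 (50 nM) preincubated 15 min with compound, then 45 uM arachidonic acid for 90 min at RT in 25 mM Hepes pH 7.5, 0.01% Triton X-100. Hydroperoxide detected by Fe-xylenol orange; 573/405 nm absorbance ratio.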
IMPase cell inh – membrane-permeable compound that blocks inositol monophosphatase; P97697; CHO-M1 cells, IP1 accumulation, HTRF TR-FRET ratio; inhibition (IP1 accumulation), % at 46.1 µM; 120,000 tested, under 10 active; AID 901; active = well fitted curve in the direction sought with a large enough effect in the signal ratio, not every such curve was filed as active; inconclusive = small, poorly fitted or top-dose-only effect, or a change in a side signal; inactive = no such curve, though single readings can be large or run the other way; the % refers to the signal ratio;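 note: cells stimulated with carbachol in lithium chloride buffer; plate controls were DMSO basal wells for no effect and reference inhibitor wells for full effect; higher means more IMPase inhibition seen as more IP1 and lower FRET ratio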
Target sequence (P97697 whole entry, looked up): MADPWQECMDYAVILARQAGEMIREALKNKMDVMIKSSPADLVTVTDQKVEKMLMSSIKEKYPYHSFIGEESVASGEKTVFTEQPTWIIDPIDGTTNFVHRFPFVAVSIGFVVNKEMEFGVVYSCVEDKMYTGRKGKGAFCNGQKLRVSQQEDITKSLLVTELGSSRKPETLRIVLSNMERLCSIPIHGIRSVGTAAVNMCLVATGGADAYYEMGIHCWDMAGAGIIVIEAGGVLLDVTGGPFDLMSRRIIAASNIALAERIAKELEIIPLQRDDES
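Seeded CHO-M1 cells were dosed with compound at up to 46 uM, stimulated with carbachol for 30 min, then lysed in IP-One detection reagents. Higher IP1 lowers the TR-FRET signal.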
* hit, by the source's call; [ ] = dose if it differs, or a comment. Unless noted, calls come from the whole dose curve; as a rule, active = well fitted curve in the direction sought with a large enough effect; inconclusive = small, poorly fitted or top-dose-only effect, or another doubt; inactive = no such curve, though single readings can be large; an effect the other way counts as inactive or inconclusive. Unless noted, % is set by controls: 0 for no effect and ±100 for the full control effect. The list is partial, so the mix of outcomes need not match the whole.

O=C(CC(NC(=O)c1ccccc1)c1ccccc1)Nc1cccc2ccccc12 (stereo not drawn) was read as ALOX12 inhib -2%, PNC inhibitor 20 and IMPase cell inh 6.
C=CC[N+](C)(C)CC(=O)OCc1ccccc1 was read as ALOX12 inhib 0% and PNC inhibitor 11.
For O=C1c2ccccc2OCOc2ccccc21 the results were ALOX12 inhib -1%, PNC inhibitor 6, 15-hLO-2 inh 0% and IMPase cell inh 1.
`CNC(=O)NC(=O)C(C)OC(=O)c1oc2ccccc2c1CSc1ccc(Cl)cc1` (stereo not drawn) gave ALOX12 inhib 2% and PNC inhibitor 73.
`O=C(O)CS(=O)c1ccc2c3c(cccc13)C(=O)c1ccccc1-2` (stereo not drawn) gave ALOX12 inhib -5%[11.4 µM] and 15-hLO-2 inh 0%[11.4 µM].
Screening Cc1cccc(NC(=O)CS(=O)(=O)c2cn(C)c3ccccc23)c1C returned ALOX12 inhib 4%, PNC inhibitor 33, 15-hLO-2 inh 1% and IMPase cell inh 3.
O=C(COC(=O)C1(c2ccc(F)cc2)CCCC1)N1CCc2ccccc21 was read as ALOX12 inhib 1% and PNC inhibitor -109*.
Cc1cc(Br)ccc1OCCCCNC(C)(C)C was read as ALOX12 inhib -1%, PNC inhibitor 3, 15-hLO-2 inh 30%[activator] and IMPase cell inh -6.
For Cc1cccc2c(=O)c(C(=O)N3CCCCCC3)c[nH]c12 the results were ALOX12 inhib 1%, PNC inhibitor -5, 15-hLO-2 inh 5% and IMPase cell inh 2.
`COC(=O)Nc1ccc(S(=O)(=O)N2CCN(C)CC2)cc1` gave ALOX12 inhib -2%, PNC inhibitor -7, 15-hLO-2 inh 1% and IMPase cell inh 9.
CCOC(=O)C(C)S(=O)(=O)c1ccc(C(F)(F)F)cn1 (stereo not drawn) was read as ALOX12 inhib 6%, PNC inhibitor inconclusive, 15-hLO-2 inh 4% and IMPase cell inh 12.
For COc1ccccc1N1CCN(C(=O)CSc2nnc(-c3ccoc3C)o2)CC1 the results were ALOX12 inhib -3%, PNC inhibitor -25, 15-hLO-2 inh 2% and IMPase cell inh 5.
Screening O=C(NC[C@@H]1CCCCN1)c1cc(OCC(F)(F)F)ccc1OCC(F)(F)F returned ALOX12 inhib -1%[25.6 µM], 15-hLO-2 inh 6%[25.6 µM] and IMPase cell inh 0[20.6 µM].
Screening O=C(c1cnn(-c2nc3ccccc3s2)c1)c1ccccc1O returned ALOX12 inhib -4%, PNC inhibitor -4, 15-hLO-2 inh -14% and IMPase cell inh 1.
S=c1[nH]nc(COc2ccccc2)n1/N=C/c1ccc(Br)s1 was read as ALOX12 inhib -28%, PNC inhibitor 51, 15-hLO-2 inh inconclusive and IMPase cell inh 3.
Screening O=C(COC(=O)C1CCN(S(=O)(=O)c2cccs2)CC1)c1ccc2c(c1)OCCO2 returned ALOX12 inhib 3%, PNC inhibitor 28, 15-hLO-2 inh -2% and IMPase cell inh -6.
Clc1cccc(Cl)c1Cn1cc(Br)cn1 was read as ALOX12 inhib -1%, PNC inhibitor 22, 15-hLO-2 inh 0% and IMPase cell inh 6.
CCN(CC)S(=O)(=O)c1ccc(Cl)c(C(=O)Nc2cc(C)nn2-c2ccccc2C(F)(F)F)c1 was read as ALOX12 inhib 3%, PNC inhibitor inconclusive and IMPase cell inh 4.
Screening Cc1ccc(OCCSc2cc(C)nc(N)n2)cc1 returned ALOX12 inhib 0%, PNC inhibitor 19, 15-hLO-2 inh 14% and IMPase cell inh 5.
CC(C)NC(=O)COc1ccc(Cl)cc1Cl was read as ALOX12 inhib 4%, PNC inhibitor 28, 15-hLO-2 inh 7% and IMPase cell inh 0.

Reprinted from the part before: 2 compounds; new compounds follow.
Screening Cc1ccc(OCCSc2cc(C)nc(N)n2)cc1 returned ALOX12 inhib 0%, PNC inhibitor 19, 15-hLO-2 inh 14% and IMPase cell inh 5.
CC(C)NC(=O)COc1ccc(Cl)cc1Cl was read as ALOX12 inhib 4%, PNC inhibitor 28, 15-hLO-2 inh 7% and IMPase cell inh 0.
`O=C(NCc1ccccc1)C(c1ccc(F)cc1)N(Cc1ccco1)C(=O)c1ccccn1` (stereo not drawn) gave ALOX12 inhib -14%, PNC inhibitor -22, 15-hLO-2 inh 1% and IMPase cell inh 8.
For O=C(NCCN1CCCCCC1)C1CCC(CNS(=O)(=O)c2cccc3cccnc23)CC1 (stereo not drawn) the results were ALOX12 inhib 7%, PNC inhibitor 9, 15-hLO-2 inh 1% and IMPase cell inh 8.
`COc1ccc(CCNc2nc(-c3cccnc3)cs2)cc1OC` gave ALOX12 inhib -3%, PNC inhibitor -15, 15-hLO-2 inh -10% and IMPase cell inh 6.
Screening CC(Sc1nncn1C)C(=O)Nc1ccccc1-c1ccccc1 (stereo not drawn) returned ALOX12 inhib -7%, PNC inhibitor 3, 15-hLO-2 inh 1% and IMPase cell inh 3.
C=C1CC(C)OC(c2ccccc2OCC(O)CN2CCCCC2)C1 (stereo not drawn) was read as ALOX12 inhib 3%, PNC inhibitor inconclusive, 15-hLO-2 inh 8%[11.4 µM] and IMPase cell inh -2[1.84 µM].
CCOC(=O)c1c(NC(=O)C(Sc2ccccc2)c2ccccc2)sc(C(N)=O)c1C (stereo not drawn) was read as ALOX12 inhib -2%, PNC inhibitor 40, 15-hLO-2 inh inconclusive and IMPase cell inh 12.
Screening O=[N+]([O-])c1ccc(/C=N/NC(=S)Nc2ccccc2F)o1 returned ALOX12 inhib -5%, PNC inhibitor inconclusive and IMPase cell inh 2.
Screening Cc1c(NC(=O)c2ccc3c(c2)OCO3)cccc1-c1nc2ncccc2o1 returned ALOX12 inhib 0%, PNC inhibitor 6, 15-hLO-2 inh -1% and IMPase cell inh -5.
Screening CCOC(=O)c1ccc(NC(=O)c2cc(S(=O)(=O)N3CCOCC3)ccc2O)cc1 returned ALOX12 inhib 4%, PNC inhibitor inconclusive, 15-hLO-2 inh -3% and IMPase cell inh 4.
O=c1nc2n(Cc3ccccc3)c3ccccc3cc-2c(=O)[nH]1 was read as ALOX12 inhib 1% and PNC inhibitor 1.
Screening CCOC(=O)c1cc(C(C)=O)n2ccccc12 returned ALOX12 inhib 3%, PNC inhibitor -11, 15-hLO-2 inh -4% and IMPase cell inh -2.
`COc1ccc(NS(=O)(=O)c2cccc(C(=O)NNC(=O)c3cc(C)oc3C)c2)cc1` gave ALOX12 inhib -2% and PNC inhibitor 32.
CC(C)OP(=O)(OC(C)C)C(NC(=O)c1cccc([N+](=O)[O-])c1)C(N)=O (stereo not drawn) was read as ALOX12 inhib -1%, PNC inhibitor -8, 15-hLO-2 inh 1% and IMPase cell inh 5.
`C=CCn1c(C)cc(C(=O)CSc2nc3ccccc3c(=O)[nH]2)c1C` gave ALOX12 inhib -3%, PNC inhibitor 24, 15-hLO-2 inh inconclusive and IMPase cell inh 14.
Screening OCCN(CCO)c1ncnc2c1oc1ccc(Br)cc12 returned ALOX12 inhib -1%, PNC inhibitor 2, 15-hLO-2 inh -8% and IMPase cell inh -7.
O=C(Nc1ccccc1)c1cnc(-c2ccccc2)nc1-c1ccccc1 was read as ALOX12 inhib 4%, PNC inhibitor inconclusive, 15-hLO-2 inh -8% and IMPase cell inh 6.
COc1ccc(CCN2C(=O)CC(NNC(=O)c3ccc(F)cc3)C2=O)cc1OC (stereo not drawn) was read as ALOX12 inhib 4%, PNC inhibitor inconclusive and IMPase cell inh 7.
Screening CC(=O)N1N=C(c2cccc([N+](=O)[O-])c2)OC1c1ccc(Cl)cc1Cl (stereo not drawn) returned ALOX12 inhib -6%, PNC inhibitor 56, 15-hLO-2 inh -6% and IMPase cell inh 15.
C/C(=N\Nc1ccc([N+](=O)[O-])cc1)c1cccc(N)c1 was read as ALOX12 inhib -25%, PNC inhibitor inconclusive, 15-hLO-2 inh inconclusive and IMPase cell inh 1.
Screening O=C(Nc1ccccc1)N1CC[C@@]2(CCCN(C(=O)c3cc(C(F)(F)F)cc(C(F)(F)F)c3)C2)C1 returned ALOX12 inhib -1% and 15-hLO-2 inh 4%.
CCCN1Cc2cccc(C(=O)Nc3ccc(S(=O)(=O)N4CCCCCC4)cc3)c2C1=O was read as ALOX12 inhib -5%, PNC inhibitor -2, 15-hLO-2 inh 2% and IMPase cell inh 1.
NC(=O)NCC1CC1 was read as ALOX12 inhib -3% and 15-hLO-2 inh 18%.
Screening COc1ccccc1NC(=S)N1CCC(c2nc3cc(C)c(C)cc3[nH]2)CC1 returned ALOX12 inhib -1%, PNC inhibitor -7, 15-hLO-2 inh 9% and IMPase cell inh 4.
For COc1ccc(CNC(=O)c2cc3c(=O)n4ccccc4nc3n(CC3CCCO3)c2=N)cc1 (stereo not drawn) the results were ALOX12 inhib -6%, PNC inhibitor inconclusive, 15-hLO-2 inh -18% and IMPase cell inh 13.
`Cc1cc(C(=O)c2ccccc2)c(NC(=O)CN2CCOCC2)s1` gave ALOX12 inhib 2%, PNC inhibitor 28 and IMPase cell inh 0.
Screening COC(=O)C1CCN(C(c2cc(OC)c(OC)c(OC)c2)c2sc3nc(C)nn3c2O)CC1 (stereo not drawn) returned ALOX12 inhib 1%, PNC inhibitor inconclusive, 15-hLO-2 inh -4% and IMPase cell inh 6.
Screening Cc1ccc(-c2ccc(CCC(=O)O)n2CC(=O)O)cc1 returned ALOX12 inhib inconclusive, PNC inhibitor 23, 15-hLO-2 inh -9% and IMPase cell inh -8.
`CCCS(=O)(=O)N1CCCC(C(=O)NCCCN2CCN(c3ccccc3F)CC2)C1` (stereo not drawn) gave ALOX12 inhib 0%, PNC inhibitor inconclusive, 15-hLO-2 inh 2% and IMPase cell inh 9.
`COC(=O)c1cc(C(=O)OC)cc(N2C(=O)CC(N3CCN(c4ccccc4)CC3)C2=O)c1` (stereo not drawn) gave ALOX12 inhib -2%, PNC inhibitor -95*, 15-hLO-2 inh -21% and IMPase cell inh -9.
C/C(=N/NC(=O)c1ccc(Br)o1)C(C)C was read as ALOX12 inhib -2% and PNC inhibitor 20.
O=C(N/N=C/c1ccc(OC(=O)c2ccc3c(c2)OCO3)cc1)c1cncc(Br)c1 was read as ALOX12 inhib -12%, PNC inhibitor inconclusive and IMPase cell inh -2.
CCn1c(SCC(=O)Nc2nc3ccccc3s2)nc2c(c1=O)SC(C)C2 (stereo not drawn) was read as ALOX12 inhib -7%, PNC inhibitor 73, 15-hLO-2 inh 4% and IMPase cell inh 4.
Cc1nn(-c2ccc(F)cc2)c2sc(C(=O)OC3CCOC3=O)cc12 (stereo not drawn) was read as ALOX12 inhib -9%, PNC inhibitor 0, 15-hLO-2 inh -1% and IMPase cell inh 6.
CCOc1ccc(OCCCCN(C)C)cc1 was read as ALOX12 inhib 2%, PNC inhibitor 0, 15-hLO-2 inh -10% and IMPase cell inh -8.
Screening CCOc1ccc(NS(=O)(=O)c2cc(NC(=O)c3ccc(C)cc3)ccc2Cl)cc1 returned ALOX12 inhib 0%, PNC inhibitor inconclusive and IMPase cell inh 11.
Screening O=C(C1CC(c2cccc(Br)c2)=NO1)N1CCc2ccccc2C1 (stereo not drawn) returned ALOX12 inhib 0%, PNC inhibitor 63, 15-hLO-2 inh 6% and IMPase cell inh 11.

Compounds above that contain a CF3 group, in the order listed:
CCOC(=O)C(C)S(=O)(=O)c1ccc(C(F)(F)F)cn1 (stereo not drawn) was read as ALOX12 inhib 6%, PNC inhibitor inconclusive, 15-hLO-2 inh 4% and IMPase cell inh 12.
Screening O=C(NC[C@@H]1CCCCN1)c1cc(OCC(F)(F)F)ccc1OCC(F)(F)F returned ALOX12 inhib -1%[25.6 µM], 15-hLO-2 inh 6%[25.6 µM] and IMPase cell inh 0[20.6 µM].
CCN(CC)S(=O)(=O)c1ccc(Cl)c(C(=O)Nc2cc(C)nn2-c2ccccc2C(F)(F)F)c1 was read as ALOX12 inhib 3%, PNC inhibitor inconclusive and IMPase cell inh 4.
Screening O=C(Nc1ccccc1)N1CC[C@@]2(CCCN(C(=O)c3cc(C(F)(F)F)cc(C(F)(F)F)c3)C2)C1 returned ALOX12 inhib -1% and 15-hLO-2 inh 4%.

Screens from PubChem.
